CDK5 inh: blocks human CDK5/p35 kinase activity; inhibition, % at 10 µM; Q00535+Q15078; hit rate 0.01% among 330,000; Recombinant CDK5/p35, ADP-Glo luminescence, 60 min;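 active = highest replicate inhibition of at least 50% and at least 75% of replicates reaching 50%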;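 also: plate controls were DMSO neutral control for no effect and GW8510 at 10 µM for full effect; many of its hits are not listed in these tables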
Tat transport: blocks Tat-dependent protein export in E. coli; inhibition, % at 10 µM; hit rate 0.036% among 340,000; E. coli MC4100 TorA-mCherry Tat export, fluorescence;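 active = mean replicate inhibition at least 50% and at least half of replicates individually reaching 50%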;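 also: exported cargo escapes ClpAP degradation while cytoplasmic cargo is degraded and loses fluorescence; 0% = median of neutral control wells and 100% = median of NaSCN control wells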
HTR5A inv ctr: HTR5A inverse agonism, opioid heterodimer counter-screen; P47898; HTR5A cell line, luminescence; inhibition, % at 9.3 µM; hit rate 0.083% among 340,000; in the data active = inhibition mostly above about 23%, no sharp cut-off; inactive = mostly below about 18%;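 also: 0% = cells with DMSO and 100% = no-cell wells with DMSO; some compounds called inactive have numbers as strong as hits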
PKA-R2B act: activates the human PKA-R2B holoenzyme complex; activation, % at 11.4 µM; PKA-R2B holoenzyme dissociation, Cy5-IP20 fluorescence polarization; R2B truncated from residue 108, S112A mutant; 0% DMSO only, 100% 113 µM cGMP; P22694+P31323; AID 504700; hit rate 0.079% among 340,000;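 active = activation above a cutoff set at the mean over all compounds plus 3 SD, cut at about 18% in these data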;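 also: higher means more holoenzyme dissociation and a rise in polarization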
Target sequence (P31323 whole entry, looked up, other chains not shown, the tested form may be a part): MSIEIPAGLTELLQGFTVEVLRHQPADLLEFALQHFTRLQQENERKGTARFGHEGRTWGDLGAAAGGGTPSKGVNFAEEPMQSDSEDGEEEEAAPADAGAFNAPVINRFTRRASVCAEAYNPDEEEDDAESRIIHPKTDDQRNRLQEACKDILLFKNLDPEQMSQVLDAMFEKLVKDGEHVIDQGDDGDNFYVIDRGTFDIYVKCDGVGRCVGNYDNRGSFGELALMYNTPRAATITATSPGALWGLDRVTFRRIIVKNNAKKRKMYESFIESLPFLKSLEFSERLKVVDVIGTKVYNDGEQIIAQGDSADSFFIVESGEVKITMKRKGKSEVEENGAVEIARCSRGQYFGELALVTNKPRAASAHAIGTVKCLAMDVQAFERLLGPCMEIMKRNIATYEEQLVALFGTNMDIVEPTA
E coli growth: reduces bacterial viability in AddAB counter-screen; hit rate 0.27% among 330,000; AID 449728; inhibition, % at 11.9 µM; E. coli V3065 growth, OD600 absorbance, 18 h;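 active = inhibition above the campaign's mean inhibition across all tested compounds plus 3 SD, cut at about 9.9% in these data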;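 also: uninfected addAB+ strain grown without phage in ampicillin broth; 0% = DMSO wells and 100% = ciprofloxacin 0.95 µg/ml wells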
phage Ecoli inh: E. coli growth loss with phage present; hit rate 0.26% among 360,000; growth absorbance; inhibition, % at 11.9 µM; in the data active = inhibition above about 11%
PKA-R1A activ: PKA-R1A complex activation; P00514+P68181; PKA-R1A dissociation, Cy5-IP20 fluorescence polarization; scaled: DMSO 0%, 113 µM cGMP 100%; activation, % at 11.4 µM; hit rate 0.083% among 340,000; AID 504707;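 active = percent activation above the mean of all tested compounds plus 3 SD, cut at about 19% in these data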;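 also: higher means more PKAc released from R1A so a rise in polarization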
HTR5A ag ctr: activates human HTR5A in OPRM1-OPRD1 agonist counter-screen | P47898 | HTR5A agonist assay, luminescence, cell-based | activation, % at 9.3 µM | hit rate 0.61% among 340,000 | AID 504692; in the data active = activation mostly above about 9.5%, no sharp cut-off; inactive = mostly below about 7.6%;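 also: 0% = cells with vehicle only and 100% = reference agonist; strong numbers were not always called active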
DAGLB inh: blocks human DAGLB lipase activity; HEK293T DAGLB membrane lysate, EnzChek fluorogenic substrate; Q8NCG7; inhibition, % at 5.17 µM; hit rate 0.059% among 340,000; in the data active = inhibition above about 34%;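 also: 0% = enzyme with vehicle and 100% = wells lacking enzyme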
Target sequence (Q8NCG7 whole entry, looked up): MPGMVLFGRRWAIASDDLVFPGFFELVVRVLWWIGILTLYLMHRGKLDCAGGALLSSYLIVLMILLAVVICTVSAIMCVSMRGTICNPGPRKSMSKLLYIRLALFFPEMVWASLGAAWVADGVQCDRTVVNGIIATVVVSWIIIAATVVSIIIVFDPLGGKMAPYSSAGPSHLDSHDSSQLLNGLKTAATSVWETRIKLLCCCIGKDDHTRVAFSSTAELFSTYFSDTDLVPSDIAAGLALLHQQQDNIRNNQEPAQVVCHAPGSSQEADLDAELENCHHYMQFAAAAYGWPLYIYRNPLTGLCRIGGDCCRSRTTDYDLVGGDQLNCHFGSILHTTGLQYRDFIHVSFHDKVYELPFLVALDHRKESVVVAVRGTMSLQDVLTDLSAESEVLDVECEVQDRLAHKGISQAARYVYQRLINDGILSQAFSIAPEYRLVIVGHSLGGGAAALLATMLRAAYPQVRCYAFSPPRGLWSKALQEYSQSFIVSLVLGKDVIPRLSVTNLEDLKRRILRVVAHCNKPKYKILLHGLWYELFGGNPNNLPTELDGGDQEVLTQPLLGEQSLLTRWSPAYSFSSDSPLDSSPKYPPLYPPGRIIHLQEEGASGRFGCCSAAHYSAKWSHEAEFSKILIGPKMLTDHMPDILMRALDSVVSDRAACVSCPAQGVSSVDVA
Mot1-301 SUMO: blocks SUMOylation pathway, rescuing yeast Mot1-301 growth | S. cerevisiae Mot1-301 growth rescue, ATP luminescence, 38.5C; percent above DMSO median, 100 means doubled | growth rescue, % at 18.8 µM | AID 2716 | hit rate 1% among 320,000;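 active = every valid replicate shows activation above 250% relative to neutral control wells; inactive = the rest, any valid replicate at or below 250%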;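 also: OY570 slx delta 5 strain wells were the positive control but not used for scaling; some compounds called inactive have numbers as strong as hits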
AddAB inh: less growth of phage-infected E. coli with AddAB; E. coli expressing H. pylori AddAB, absorbance growth; inhibition, % at 11.9 µM; hit rate 0.29% among 330,000; in the data active = inhibition above about 12%;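 also: 0% = vehicle wells of infected cells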
* hit, by the source's call; . = no result given.

SMILES	CDK5 inh	Tat transport	HTR5A inv ctr	PKA-R2B act	E coli growth	phage Ecoli inh	PKA-R1A activ	HTR5A ag ctr	DAGLB inh	Mot1-301 SUMO	AddAB inh
CN(CCO)c1c2c(nc3cc(-c4cccc(F)c4)nn13)CCCC2	0.8	3	-4	-10	-1.0	1.9	-1	1	-6	2	3.9
CCn1c(=O)c(C(=O)CN2CCN(Cc3ccc4c(c3)OCO4)CC2)c(N)n(Cc2ccccc2)c1=O	1.2	3	-5	-9	-1.0	1.9	-2	2	1	-11	2.7
O=C(CCn1c2c(c3ccccc31)CCCC2)NNC(=O)c1ccccc1[N+](=O)[O-]	0.8	4	-9	4	-1.4	2.1	-2	2	3	12	2.7
COCCCNc1nc(-c2ccncc2)nc2ccccc12	-0.3	-2	-20	-8	-0.6	2.2	6	-2	1	-15	1.1
CC1SCC(=O)N(CC(=O)Nc2ccc3c(c2)OCCO3)C1=O (stereo not given)	-1.0	-5	5	-6	1.1	4.5	2	-2	4	-6	1.7
CCc1cccc(CC)c1NC(=O)c1cccc(N)c1	-0.5	0	9	-8	-2.1	1.7	-3	2	-1	-9	0.0
COc1cc(C(=O)O/N=C2\C=CC(=O)C=C2C)cc(OC)c1OC	-7.0	22	-6	-8	1.7	5.2	-5	2	2	-2	0.6
CC(C)(C)c1ccc(NC(=O)NC2CCCc3ccccc32)cc1 (stereo not given)	0.4	-4	6	4	2.7	3.2	-5	0	-5	182	4.4
CC(Oc1ccccc1)C(=O)N=C1SC2CS(=O)(=O)CC2N1c1ccc(F)cc1 (stereo not given)	1.5	13	-8	-6	-1.9	1.4	-6	-3	-1	1	2.5
O=C1OC(c2ccc(Cl)cc2)=N/C1=C\c1cccnc1	1.0	-9	6	-9	1.1	0.0	-14	-3	-3	-22	2.8
CCOc1cc(NC(=S)NCCCN2CCOCC2)c(OCC)cc1NC(=O)c1ccc(C)cc1	-1.1	-4	-7	7	1.3	3.3	-4	3	0	-3	3.8
Cc1c(/C=N/NC(=O)C(NC(=O)c2ccc3c(c2)OCO3)C(C)C)c2ccccc2n1C (stereo not given)	-0.3	4	4	2	0.7	3.5	-8	-2	7	-5	0.0
CC(C)(SC(=S)N1CCCCCC1)C(=O)O	-3.2	-8	2	4	-5.8	4.3	-5	-1	-1	-9	-1.8
CCCCC1CCC(C(=O)NCc2ccc3c(c2)OCO3)CC1 (stereo not given)	-0.9	2	-28	-15	-1.4	0.6	0	2	-8	33	-1.0
CC(C)Oc1ccc(C2CC(=O)N(c3cccc(/C=C/C(=O)O)c3)C2=O)cc1 (stereo not given)	0.7	2	0	6	0.6	1.4	-15	0	2	-2	-0.7
CN(Cc1nccs1)C(=O)C1CCC(=O)N(CCCc2ccccc2)C1 (stereo not given)	0.1	-2	-1	5	.	1.4	6	-1	-1	.	.
COc1cccc(CNC(=O)Nc2cccs2)c1	-0.8	-3	-32	5	-0.5	-0.1	-4	-2	-3	78	1.5
Cc1ccc(OCCOC(=O)c2nc3nccc(C)n3n2)cc1	-0.5	-4	6	-9	-2.6	2.6	-2	-2	0	9	1.9
CC1Cc2ccccc2N1CC(=O)N(C)c1c(N)n(Cc2ccccc2)c(=O)[nH]c1=O (stereo not given)	-0.2	-14	-18	-4	-0.5	0.0	8	4	2	21	0.1
COc1ccccc1NC(=O)CSc1nnc(C)n1CC1CCCO1 (stereo not given)	0.2	-9	-4	6	-0.3	-0.5	-8	2	1	-1	-3.2

Some of these compounds in order of heavy-atom count, ascending.
SMILES	CDK5 inh	Tat transport	HTR5A inv ctr	PKA-R2B act	E coli growth	phage Ecoli inh	PKA-R1A activ	HTR5A ag ctr	DAGLB inh	Mot1-301 SUMO	AddAB inh
COc1cccc(CNC(=O)Nc2cccs2)c1	-0.8	-3	-32	5	-0.5	-0.1	-4	-2	-3	78	1.5
COc1ccccc1NC(=O)CSc1nnc(C)n1CC1CCCO1 (stereo not given)	0.2	-9	-4	6	-0.3	-0.5	-8	2	1	-1	-3.2
Cc1c(/C=N/NC(=O)C(NC(=O)c2ccc3c(c2)OCO3)C(C)C)c2ccccc2n1C (stereo not given)	-0.3	4	4	2	0.7	3.5	-8	-2	7	-5	0.0

Going on with the list:
SMILES	CDK5 inh	Tat transport	HTR5A inv ctr	PKA-R2B act	E coli growth	phage Ecoli inh	PKA-R1A activ	HTR5A ag ctr	DAGLB inh	Mot1-301 SUMO	AddAB inh
COC(C(=O)Nc1c(F)cccc1F)c1ccccc1 (stereo not given)	-1.1	-6	20	-21	1.7	4.4	-2	-8	2	-16	2.5
Cc1cccc(C(=O)NCCN2CCN(c3ccccc3)CC2)c1	0.1	1	-6	-12	-2.9	-2.5	8	-2	0	11	3.8
O=C(CSc1nc2ccccc2o1)NCc1ccco1	-1.4	-6	9	-8	0.7	3.3	-14	-3	1	-9	-1.4
CNC(=O)C1CCN(S(=O)(=O)c2c(C)noc2/C=C/N(C)C)CC1	1.4	1	-23	-10	-1.0	1.1	-10	7	-1	3	3.2
Cc1c(CCC(=O)NCCCn2ccnc2)c(=O)oc2c(C)c3oc4c(c3cc12)CCCC4	0.0	7	-25	3	-2.0	.	-14	-9	2	0	0.2
COc1ccc(NS(=O)(=O)c2cccc(C(=O)OCC(=O)NC3CC3)c2)cc1	1.3	-6	0	-6	.	1.2	-7	0	-1	-3	.
O=C(Oc1ccccc1)n1c(=S)oc2ccccc21	1.7	-8	7	-8	2.3	3.9	-5	-2	2	16	0.7
Cc1ccccc1N1CCN(C2CCCN(C(=O)c3csc(C(C)C)n3)C2)CC1 (stereo not given)	-0.2	2	14	11	-1.6	0.0	1	-6	-9	10	1.6
COc1ccc(Cn2c(=O)[nH]c3cc(C(=O)N4CCN(c5ccccc5OC)CC4)ccc3c2=O)cc1	0.1	0	-7	0	-1.6	.	1	7	3	53	1.5
Cc1ccc(Cl)cc1N(Cc1ccc(C(=O)NCc2cccnc2)cc1)S(=O)(=O)c1ccccc1	0.1	3	4	-6	0.3	3.5	-1	2	0	7	1.1
CCOC(=O)c1cc(-c2ccccc2)n(CC(=O)Nc2ccc(OCC)cc2)c1C	-0.9	2	-11	-2	1.6	0.2	1	3	-4	-3	2.3
Cc1cccc(C(=O)Nc2cccc(Br)c2)c1[N+](=O)[O-]	-0.2	3	12	-3	-1.1	3.0	-15	-4	-5	23	0.8
CC(CCCN1CCCC1)Nc1ccnc2cc(Cl)ccc12 (stereo not given)	-0.4	-1	6	2	.	2.7	10	-1	2	.	.
O=C(O)CSCC(=O)N1CCN(S(=O)(=O)c2cc(Cl)cc(Cl)c2)CC1	-0.7	5	16	1	2.3	0.1	9	-6	0	-12	6.8
COc1ccc(OC)c(NC(=O)CCS(=O)(=O)c2cc3c(cc2C)NC(=O)CO3)c1	0.5	-6	5	-8	-2.5	1.1	0	4	1	-16	4.0
CCc1cccc(NC(=O)C2CCN(S(=O)(=O)c3c(C)noc3C)CC2)c1	-0.1	6	-5	4	-0.8	1.8	2	2	-2	-8	3.3
CC(=NNS(=O)(=O)c1cccc([N+](=O)[O-])c1)c1ccc(-n2ccnc2)cc1	1.9	4	-2	2	0.3	1.8	-3	1	0	25	1.0
COc1cccc2cc(C(=O)N(Cc3cccs3)CC3CCCO3)c(=O)oc12 (stereo not given)	1.3	-2	27	2	0.2	2.7	-5	1	-3	-7	-1.0
COc1cccc(/C=C/C(=O)OCC(=O)Nc2ccc3[nH]c(=O)[nH]c3c2)c1OC	-1.4	-3	-3	-3	-1.2	1.4	-2	1	-5	-24	-0.5
Cc1ccc(S(=O)(=O)CCC(=O)N(CCN2CCOCC2)c2nc3ccccc3s2)cc1	1.4	0	21	-9	-0.2	3.7	-1	-8	0	-6	-1.7
Cc1cc(C(=O)N2CCN(S(=O)(=O)c3ccccc3)CC2)c(C)o1	-0.6	0	9	-2	-0.9	3.1	-9	3	-1	-6	-1.4
Cc1nnc(NC(=O)c2ccc(S(=O)(=O)C(F)F)cc2)s1	0.1	-5	-1	5	2.0	2.1	-2	1	-3	15	5.5
O=S(=O)(c1cc(O)ccc1O)c1cccc2c(S(=O)(=O)c3cc(O)ccc3O)cccc12	0.3	0	12	1	0.6	5.5	3	-2	0	27	4.7
Cc1ccc(Cn2nnc3c(=O)n(Cc4cc(C)ccc4C)cnc32)cc1	-1.2	-7	11	-19	-0.9	0.5	2	8	-8	-7	0.4
COc1cccc(CN(C)C(=O)COc2cccc3c2OC(C)(C)C3)c1OC	-1.2	0	1	-15	.	0.6	-14	3	-2	.	.
CCCNC(=O)CSC1=N/C(=C/c2ccc(F)cc2)C(=O)N1CC	1.2	-3	18	5	0.8	2.0	5	-1	-2	-2	0.4
O=C(CN1C(=O)NC2(CCCC2)C1=O)Nc1ccccc1N1CCCC1	1.9	-2	-14	-2	1.5	1.9	8	3	1	12	2.2
O=C(O)CCc1nc2cccnc2n1Cc1ccccc1	-1.2	-1	-17	-6	1.9	3.0	7	0	2	20	1.8
CC1(c2ccccc2)NC(=O)N(CC(=O)Nc2ccc(S(=O)(=O)Nc3ncccn3)cc2)C1=O (stereo not given)	-0.2	-7	-5	1	-0.8	5.3	0	2	-4	9	1.0
CC(C)CN1C(=O)c2ccc(C(=O)NCc3ccc4c(c3)OCO4)cc2C1=O	-0.6	-9	14	-3	-0.5	3.1	0	-5	-3	51	3.9
O=C(NCCN1CCNC1=O)C1CCC(=O)N(Cc2cccc(C(F)(F)F)c2)C1 (stereo not given)	0.1	-15	13	-4	0.8	0.3	-2	-5	0	-4	3.6
N#Cc1c(-c2ccc(F)cc2)cc(-c2ccccc2)nc1SCC(=O)NCC(=O)O	-0.3	-1	20	-7	-1.0	2.6	-2	-2	4	-2	2.9
CCOC(=O)Cn1nnc(-c2ccc([N+](=O)[O-])cc2)n1	-0.1	11	2	2	2.5	-2.2	2	-1	1	1	0.2
Cc1cc(Cl)c2oc(C(=O)N(CCO)Cc3ccccc3)c(C)c2c1	-0.5	15	0	7	1.3	-1.6	-8	-4	-4	-2	-1.8
CC1CCN(C(=O)CSc2nnc(Cc3ccccc3)o2)CC1	0.7	6	-23	-5	1.4	3.0	2	9	-5	-1	4.1
CN(C)CCNC(=O)C(c1ccccc1)c1ccccc1	-3.3	-6	2	2	-1.7	3.3	6	-1	1	15	0.3
O=C(NCCO)c1cc2ccccc2cc1O	1.4	10	-11	5	2.1	5.2	-11	3	1	14	2.0
O=[N+]([O-])c1c(Nc2ccccc2O)ccc2nonc12	-0.6	-3	-10	-3	0.4	3.8	-6	4	6	-1	1.4
Cc1ccc(S(=O)(=O)/N=C2/C=C(Sc3ncn[nH]3)C(=O)c3ccccc32)cc1	2.3	-10	-21	6	7.0	.	7	10	-13	-33	12
Cc1ccc(OCCC(=O)OCC(=O)NC(=O)c2ccccc2)cc1	-7.7	10	-14	-1	2.2	0.1	8	6	2	13	2.9
O=C(C1CCCC1)N(c1ccccc1)C1C=CS(=O)(=O)C1 (stereo not given)	0.4	-1	18	9	2.7	0.1	1	-7	1	186	1.8
Cc1cc2cc3c(cc2nc1SCC(=O)Nc1ccccc1)CCC3	0.0	-2	-17	-2	-1.2	1.4	3	6	-2	-18	-0.2
[N-]=[N+]=CC(=O)CC(c1ccccc1)N1C(=O)c2ccccc2C1=O (stereo not given)	0.8	-1	15	-10	2.4	-0.5	-13	-6	-2	91	3.9

Source: PubChem (several laboratories)
